# APJ antagonist – antagonists of human apelin receptor APJ, primary screen, CHO-K1 cells, beta-arrestin complementation, luminescence. inhibition, % at 20 µM. hit rate 0.32% among 330,000;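 active = inhibition above about 40% at 20 µM, limit read from the data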;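 also: cells challenged with 10 nM apelin-13 agonist together with compound; plate controls were apelin-13 plus DMSO wells for no effect and DMSO wells lacking apelin-13 for full effect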
# UPR XBP1 act – activators of adaptive XBP1 UPR arm, primary screen, cell-based, CHO-XBP1 luciferase reporter, luminescence, uHTS; activation, % at 20 µM; AID 463104, 2010; hit rate 0.33% among 330,000; IRE1-XBP1 UPR activation; percent of tunicamycin response, DMSO as zero;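 active = versus positive control, 20 µM dose yields 30% or more activation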;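 also: 100% = tunicamycin at 10 µg/mL and 0% = DMSO only wells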
#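 Material: CHO-XBP1 cells stably carrying IRE1-XBP1-driven luciferase reporter | Medium: F12 with 10% serum | Compound dosing: 20 µM single concentration, DMSO 1% | Incubation: Overnight seeding at 37 °C, 6 h compound treatment at 37 °C | Detection: Steady-Glo luminescence read | Read-out basis: % activation of reporter signal versus tunicamycin and DMSO controls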
# tim23-1 inh – growth inhibitors of tim23-1 mutant yeast, primary screen, luminescence, uHTS; S. cerevisiae tim23-1 growth, BacTiter-Glo luminescence, 24 h; inhibition, % at 20 µM; hit rate 1.3% among 330,000; AID 463212, 2010;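 active = growth inhibition of the mutant yeast at or above 50%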;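 also: temperature-sensitive mutant grown at 25 °C; plate controls were DMSO-treated mutant yeast for no effect and medium wells lacking yeast for full effect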
# APJ ag – agonists of human apelin receptor APJ, primary screen, CHO-K1 cells, PathHunter beta-arrestin, luminescence; AID 2520, 2010; 0% DMSO wells, 100% apelin; hit rate 0.11% among 330,000; activation, % at 20 µM; P35414;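 active = activation more than six SD over the plate average, tested at 20 µM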;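 also: 0% = DMSO alone and 100% = apelin-13 at 10 nM; some results filed as inactive read as strong as hits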
#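 Assay system: CHO-K1 APJ beta-arrestin complementation cell line / Compound: single test compound dose, 20 µM final, 1% DMSO / Times: overnight seeding, 90 min compound at 25 °C, 1 h detection / Technique: beta-gal luminescence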
# Jurkat NFkB inh – inhibitors of induced NF-kB luciferase reporter, primary screen, TCR NF-kB activation inhibitor project, cell-based, luminescence, uHTS. Jurkat, PMA/ionomycin-induced NF-kB luciferase reporter. inhibition, % at 4 µM. hit rate 0.53% among 330,000. AID 435003, 2010; in the data active = inhibition above about 50%
# 697 NFkB inh – inhibitors of PMA/ionomycin-induced NF-kB reporter, 697 cells, primary screen, B-cell NF-kB inhibitor project, cell-based, luminescence, uHTS; 697 B-cell NF-kB luciferase reporter, 16 h; hit rate 0.33% among 330,000; AID 435022, 2010; inhibition, % at 4 µM; in the data active = inhibition above about 35%
# UPR CHOP act – activators of apoptotic CHOP UPR arm, primary screen, cell-based, CHO-CHOP luciferase reporter, luminescence, uHTS | UPR activation; percent of tunicamycin response over DMSO baseline | activation, % at 10 µM | hit rate 0.34% among 330,000;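 active = at 10 µM dose, activation of 40% or more, normalized to positive control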;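 also: 100% = tunicamycin at 10 µg/mL and 0% = DMSO alone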
#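 System: CHO CHOP reporter cells. Amount: 500 cells per well. Buffer or medium: F12 medium, 10% FBS. Compound dosing: one dose, 10 µM in 0.5% DMSO. Incubation: 6 h compound exposure at 37 °C after overnight seeding. Technique: Steady-Glo luciferase luminescence. Benchmarks: tunicamycin and DMSO controls.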
# Mdm2-MdmX inh – inhibitors of human Mdm2-MdmX association, primary screen, cell-based, luminescence, split luciferase, SaOS-2, uHTS. AID 485346, 2010. hit rate 3% among 330,000. inhibition, % at 8 µM. SaOS-2 split-luciferase Mdm2/MdmX complementation;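 active = inhibition of at least 50% at 8 µM in the primary screen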
# Target sequence (O15151 whole entry, looked up): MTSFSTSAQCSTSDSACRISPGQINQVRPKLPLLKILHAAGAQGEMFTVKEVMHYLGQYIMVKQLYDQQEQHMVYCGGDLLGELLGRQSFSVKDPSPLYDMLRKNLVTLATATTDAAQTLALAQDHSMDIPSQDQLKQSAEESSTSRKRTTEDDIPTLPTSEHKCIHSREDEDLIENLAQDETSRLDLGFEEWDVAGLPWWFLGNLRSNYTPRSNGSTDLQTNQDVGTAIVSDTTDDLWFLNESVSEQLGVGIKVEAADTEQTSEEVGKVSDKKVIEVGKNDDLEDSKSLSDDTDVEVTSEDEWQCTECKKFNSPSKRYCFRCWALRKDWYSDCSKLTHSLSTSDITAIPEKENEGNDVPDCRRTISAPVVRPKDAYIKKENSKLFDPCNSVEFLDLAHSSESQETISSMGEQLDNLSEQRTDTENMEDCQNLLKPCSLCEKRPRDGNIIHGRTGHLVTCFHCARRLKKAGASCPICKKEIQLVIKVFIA
# Target sequence (Q00987 whole entry, looked up): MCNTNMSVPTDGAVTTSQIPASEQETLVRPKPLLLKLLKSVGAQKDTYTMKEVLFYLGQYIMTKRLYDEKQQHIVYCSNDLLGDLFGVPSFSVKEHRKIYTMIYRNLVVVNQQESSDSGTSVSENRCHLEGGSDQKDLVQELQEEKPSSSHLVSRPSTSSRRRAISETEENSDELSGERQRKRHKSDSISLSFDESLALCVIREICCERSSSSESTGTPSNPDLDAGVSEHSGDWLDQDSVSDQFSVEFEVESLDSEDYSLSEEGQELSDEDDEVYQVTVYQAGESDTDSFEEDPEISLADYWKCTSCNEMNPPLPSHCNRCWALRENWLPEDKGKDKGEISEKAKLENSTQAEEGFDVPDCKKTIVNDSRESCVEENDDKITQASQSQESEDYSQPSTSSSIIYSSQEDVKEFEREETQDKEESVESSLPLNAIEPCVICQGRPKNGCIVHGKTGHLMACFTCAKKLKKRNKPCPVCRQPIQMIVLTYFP
# Numbers without * were called inactive; / = no result given.
compound	APJ antagonist	UPR XBP1 act	tim23-1 inh	APJ ag	Jurkat NFkB inh	697 NFkB inh	UPR CHOP act	Mdm2-MdmX inh
CSc1nc(N)c(C(=O)NC2CCCCC2)s1	-2.7	0.0	20.9	-1.6	-11.2	3.8	1.4	-2.2
CCOC(=O)c1ccc(NC(=O)N2CCN(c3cccc(OC)c3)CC2)cc1	-11.8	6.3	6.5	-3.0	-4.9	-6.5	0.2	14.1
CS(=O)(=O)N1CCC2(CC1)OCCN2S(=O)(=O)c1ccccc1	4.0	-3.5	8.4	-1.6	5.6	7.8	0.9	6.8
Cc1nn(CC(=O)NNC(=O)c2ccccc2F)c([N+](=O)[O-])c1Br	22.3	3.1	2.9	-3.6	3.4	0.1	-0.2	15.5
NC(N)=N/N=C/c1ccc(OCc2ccc(Cl)cc2Cl)cc1	-35.1	22.3	-11.2	6.9	59.0*	-45.0	29.2	97.6*
CCc1nc(N)c(C#N)c(-c2cccn2C)c1C	-14.4	2.0	9.2	0.4	-10.6	1.2	-1.7	-5.8
CN(c1ccc(OCC(=O)O)cc1)S(=O)(=O)c1ccc2ccccc2c1	3.7	1.4	3.8	-2.2	-9.0	8.8	-0.8	26.0
COc1ccc(NC(=O)c2onc(C)c2Cl)cc1	-17.9	1.6	1.7	-4.4	-36.0	-51.6	5.0	-48.7
C[C@]12c3[nH]c4cc(-c5ccco5)ccc4c3CCN1C(=O)[C@@H](CC(=O)NCCN1CCOCC1)C[C@@H]2C(=O)N1CCCCC1	/	2.6	24.0	/	/	2.8	2.3	15.3
COC(=O)c1ccn(C(=O)c2ccc(Cl)cc2)n1	-20.1	-0.9	9.9	-3.1	3.4	8.1	-0.2	14.4
O=C(CCC1CCCN(C(=O)C2=CCCCC2)C1)N1CCN(c2ccccn2)CC1 (stereo not drawn)	9.3	-2.2	25.6	-4.6	11.5	19.1	-2.0	-6.0
C=CCn1c(O)c(N=NC(=O)C(O)c2ccccc2)c2ccccc21 (stereo not drawn)	15.5	1.4	14.9	-2.8	-8.3	0.4	-0.9	11.8
COC(=O)c1ccc(C2C3=C(Nc4nnnn42)c2ccccc2OC3)cc1 (stereo not drawn)	12.5	3.2	35.8	-6.0	7.6	3.5	0.9	14.2
CCOC(=O)c1c(NC(=O)CSc2n[nH]c(-c3ccco3)n2)sc(C)c1C	11.0	2.4	9.6	1.5	-4.8	17.1	-1.3	6.9
O=C(O)c1ccc(Br)cn1	-3.8	0.1	13.5	-4.4	0.9	-19.7	0.4	-8.9
CC(CNS(=O)(=O)c1ccccc1)Sc1ncccn1 (stereo not drawn)	-18.7	-0.5	9.2	-7.3	7.3	18.1	1.8	1.6
CC(=O)NC1(c2ccc(F)cc2)CCN(C(=O)c2c(F)cccc2F)CC1	-9.0	-0.2	11.7	-2.6	-13.4	-6.1	1.3	11.1
O=C(CSc1nnc(-c2cccnc2)n1Cc1ccco1)c1ccc(Cl)cc1	2.9	0.4	9.9	-2.1	-0.3	19.6	-0.7	19.9
CC(C)n1nnnc1-c1cc(Cl)cc(Cl)c1	7.6	-1.3	6.4	-3.3	11.5	11.5	-1.4	16.4
COc1cc(/C=N/NC(=O)c2ccc3ccccc3c2)ccc1Oc1ccc([N+](=O)[O-])cn1	-14.1	-0.3	7.1	1.9	6.6	-5.1	-3.0	4.0
CC(C)COc1ccc(C(=O)OCCN2CCCCC2)cc1	-0.8	-1.5	-9.3	-3.4	2.5	-16.7	-0.2	8.5
CCc1ccc(C(=O)NNC(=O)CCc2nc3ccccc3c(=O)[nH]2)cc1	9.8	-2.4	6.7	-0.9	-14.2	-19.5	-1.0	9.3
O=[N+]([O-])c1ccc(OS(=O)(=O)Cc2ccccc2)cc1	-3.9	6.6	-1.4	-6.2	-4.6	0.2	-0.7	-10.2
CC(Sc1ccccc1)C(=O)Nc1ccccc1C(=O)N1CCOCC1 (stereo not drawn)	11.0	-2.2	3.5	-4.3	10.1	16.4	0.4	23.8
c1ccc(-n2ncc3c(N4CCCC4)ncnc32)cc1	14.6	0.6	14.5	-1.7	-149.3	-166.6	-3.8	-61.1
CCCN1CCN(CCCNC(=O)c2ccc3c(c2)NC(=O)c2ccccc2S3)CC1	5.9	-5.1	11.0	3.8	4.1	-0.5	2.9	27.3
Cc1cc(OC(C)C(=O)NCc2cccnc2)c2c(C)cc(=O)oc2c1 (stereo not drawn)	15.3	-3.6	3.5	-0.7	-11.8	-0.4	-0.7	10.4
CCO/C=C/C(O)(CNC(=O)c1ccc(C(C)(C)C)cc1)C(F)(F)F (stereo not drawn)	-3.9	-2.5	35.8	1.3	-9.0	1.0	-0.6	34.4
O=C(C1CCCN(S(=O)(=O)c2ccccc2)C1)N1CCN(c2ccccc2)CC1 (stereo not drawn)	3.3	-6.2	19.6	-3.8	-0.8	-3.5	1.9	1.0
C=CCSC1=N/C(=C\c2cccnc2)C(=O)N1c1ccc(OC)cc1	22.6	-0.7	30.3	-1.9	-1.4	-3.7	1.5	-6.4
COC(=O)CCC(=O)c1oc2ccc(Br)cc2c1N	18.8	2.3	44.9	-2.0	-61.4	5.0	3.8	-6.6
CN(C)CCCN(C(=O)c1ccc2c(c1)CCCC2)c1nc2cc3c(cc2s1)OCO3	18.4	0.9	16.9	-0.2	0.5	-9.0	2.3	64.1*
COCCn1c(SCC(=O)Nc2cccc(C)c2)nnc1C(C)C	5.1	-1.8	50.1*	5.2	10.6	18.6	0.2	12.1
Cc1ccc(C2CC(=O)C=C(O)C2)cc1 (stereo not drawn)	0.2	-4.9	10.9	-5.7	-1.0	2.9	-2.7	13.1
Cc1ccc2nsnc2c1S(=O)(=O)N1CCN(C)CC1	-4.7	-1.5	11.7	-4.1	2.9	-6.1	-0.8	-3.5
CSCCCNC(=O)c1ccc(OC2CCN(C(=O)c3cccnc3)CC2)cc1	4.6	0.0	1.3	-2.6	-6.1	4.4	0.1	-1.1

# Record cards, as listed above. Order of screens: APJ antagonist | UPR XBP1 act | tim23-1 inh | APJ ag | Jurkat NFkB inh | 697 NFkB inh | UPR CHOP act | Mdm2-MdmX inh
# `CN(C)CCCN(C(=O)c1ccc2c(c1)CCCC2)c1nc2cc3c(cc2s1)OCO3` as listed: 18.4 | 0.9 | 16.9 | -0.2 | 0.5 | -9.0 | 2.3 | 64.1*
# `O=C(C1CCCN(S(=O)(=O)c2ccccc2)C1)N1CCN(c2ccccc2)CC1` (stereo not drawn) as listed: 3.3 | -6.2 | 19.6 | -3.8 | -0.8 | -3.5 | 1.9 | 1.0

# The list continues.
compound	APJ antagonist	UPR XBP1 act	tim23-1 inh	APJ ag	Jurkat NFkB inh	697 NFkB inh	UPR CHOP act	Mdm2-MdmX inh
O=C(CCNS(=O)(=O)c1cccc2nonc12)NC1CCCc2ccccc21 (stereo not drawn)	6.0	-1.9	10.2	5.9	-4.3	6.6	0.4	16.8
COc1ccc(OC)c(NC(=O)C2C3C=CC(C3)C2C(=O)NCc2cccnc2)c1 (stereo not drawn)	6.0	-0.9	-2.3	-1.6	7.7	19.7	-0.9	30.7
COc1cccc(CNCc2cc(OC)cc(OC)c2)c1	8.1	-5.2	11.3	-4.4	5.5	9.9	0.1	24.2
CN(CC(=O)Nc1ccccc1C(F)(F)F)C(=O)CCc1nc2sc3c(c2c(=O)[nH]1)CCCC3	-24.2	-4.0	8.1	-5.8	11.8	4.4	-1.0	3.3
CC1CCCN(Cc2nc3c(c(=O)n(C)c(=O)n3C)n2CCCc2ccccc2)C1 (stereo not drawn)	-15.3	-1.4	17.6	-1.3	13.9	-8.4	2.0	-0.7
CC(C)CCOc1ccc(C2=NNC(=O)CC2)cc1	1.6	-0.1	2.9	-2.7	-33.6	-21.3	2.6	-28.7
C=CCSc1nc2c(cnn2-c2ccccc2)c(=O)n1N	6.5	-1.0	4.2	0.9	-79.9	-134.0	7.8	-17.7
O=C(NNC(=S)NCCc1ccccc1)c1ccc(Br)s1	0.9	-3.0	15.2	-2.2	-23.7	-1.0	0.7	-7.2
Cc1ccc(NC(=O)CN(C)C(=O)COC(=O)CNS(=O)(=O)c2ccc(Br)cc2Cl)cc1	6.3	1.8	-10.1	-3.1	3.2	20.0	1.0	16.7
CCOC(=O)N1CCC(N2CCCC(C(=O)c3ccccc3OC)C2)CC1 (stereo not drawn)	-13.0	-0.7	6.9	-5.0	-0.6	10.8	-1.2	5.3
CC(C)(C)CC(=O)NCCCCCCNC(=O)CC(C)(C)C	-9.7	-2.4	9.5	-3.8	15.3	8.8	0.0	-12.1
CC1(C)N=C(SCC(=O)Nc2ccc(Cl)cc2)C(c2ccc(Cl)cc2)=N1	-12.5	1.0	27.6	-0.6	-2.9	-20.3	-0.8	55.9*
COc1ccc(-c2cn3cccnc3n2)cc1NC(=O)C(C)Oc1ccccc1 (stereo not drawn)	1.9	-1.1	48.8	-0.1	3.8	11.7	-1.2	18.8
CC(C)OC(=O)CSc1nnc(-c2ccccn2)n1-c1ccccc1	1.9	0.5	19.3	-4.0	7.5	-1.6	-2.8	12.0
O=C1CNc2ccc(C(=O)N3CCN(c4ccccn4)CC3)cc2N1	-1.5	-2.6	-10.5	3.0	-7.4	0.3	0.6	13.0
O=C(c1ccccc1)N1CCN(C2c3cccc4cccc(c34)C2NS(=O)(=O)c2ccccc2)CC1 (stereo not drawn)	-37.1	-3.5	28.6	0.3	-4.1	-1.7	0.2	12.0
O=C(N1CCCCC1)N1CCN(S(=O)(=O)c2ccccc2)CC1	-8.0	1.4	6.8	-1.8	11.7	-5.3	0.9	5.5
CC1=NN(c2ccccc2C(=O)O)C(=O)C1N=Nc1ccccc1 (stereo not drawn)	29.7	-0.2	14.3	0.1	4.9	21.2	4.1	-21.2
COCOc1ccc(C2CC(=O)c3c(OCOC)cc(OCOC)cc3O2)cc1 (stereo not drawn)	-52.6	-0.1	6.6	-5.0	-6.9	-7.3	1.5	4.8
CCOc1ccc(NC(=O)CCC(=O)Nc2cc(OC)c(NC(=O)c3ccco3)cc2OC)cc1	0.1	5.0	1.1	-1.6	9.4	8.0	3.1	29.3
O=S1(=O)CCN(Cc2cccc(Cl)c2)CC1	6.6	-1.4	11.8	-5.9	-3.3	8.6	-1.1	-3.0
N#CCCCSC1=C(C#N)C(c2ccccc2Cl)CC(=O)N1 (stereo not drawn)	13.6	0.4	-1.0	0.9	0.9	-3.7	0.9	-3.8
O=C(C1=C[C@@H](c2coc3ccccc3c2=O)C[C@@H](OCCCCO)O1)N1CCOCC1	8.8	-1.6	1.2	-4.9	-4.3	-0.5	-0.4	0.0
O=C(CCSCCC(=O)Nc1c(F)c(F)c(F)c(F)c1F)Nc1c(F)c(F)c(F)c(F)c1F	-12.6	-3.6	6.3	-3.4	2.3	11.9	-0.3	16.2

# Ordered by the number under APJ antagonist (high to low): 3 of the compounds above.
canonical_smiles,APJ antagonist
O=S1(=O)CCN(Cc2cccc(Cl)c2)CC1,6.6
Cc1ccc(NC(=O)CN(C)C(=O)COC(=O)CNS(=O)(=O)c2ccc(Br)cc2Cl)cc1,6.3
CCc1nc(N)c(C#N)c(-c2cccn2C)c1C,-14.4

# Compound activity as filed in PubChem BioAssay.
